Screening data: PubChem, several laboratories
TLR4-MyD88 BLA: inhibitors of human TLR4-MyD88 binding; O00206+Q99836; HeLa CL3-4 TLR4/MyD88 BLA complementation, FRET ratio; inhibition, % at 8.4 µM; 200,000 compounds, 0.18% hits; in the data active = inhibition above about 25%;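 note: 0% = vehicle and 100% = reference inhibitor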
Target sequence (O00206 whole entry, looked up): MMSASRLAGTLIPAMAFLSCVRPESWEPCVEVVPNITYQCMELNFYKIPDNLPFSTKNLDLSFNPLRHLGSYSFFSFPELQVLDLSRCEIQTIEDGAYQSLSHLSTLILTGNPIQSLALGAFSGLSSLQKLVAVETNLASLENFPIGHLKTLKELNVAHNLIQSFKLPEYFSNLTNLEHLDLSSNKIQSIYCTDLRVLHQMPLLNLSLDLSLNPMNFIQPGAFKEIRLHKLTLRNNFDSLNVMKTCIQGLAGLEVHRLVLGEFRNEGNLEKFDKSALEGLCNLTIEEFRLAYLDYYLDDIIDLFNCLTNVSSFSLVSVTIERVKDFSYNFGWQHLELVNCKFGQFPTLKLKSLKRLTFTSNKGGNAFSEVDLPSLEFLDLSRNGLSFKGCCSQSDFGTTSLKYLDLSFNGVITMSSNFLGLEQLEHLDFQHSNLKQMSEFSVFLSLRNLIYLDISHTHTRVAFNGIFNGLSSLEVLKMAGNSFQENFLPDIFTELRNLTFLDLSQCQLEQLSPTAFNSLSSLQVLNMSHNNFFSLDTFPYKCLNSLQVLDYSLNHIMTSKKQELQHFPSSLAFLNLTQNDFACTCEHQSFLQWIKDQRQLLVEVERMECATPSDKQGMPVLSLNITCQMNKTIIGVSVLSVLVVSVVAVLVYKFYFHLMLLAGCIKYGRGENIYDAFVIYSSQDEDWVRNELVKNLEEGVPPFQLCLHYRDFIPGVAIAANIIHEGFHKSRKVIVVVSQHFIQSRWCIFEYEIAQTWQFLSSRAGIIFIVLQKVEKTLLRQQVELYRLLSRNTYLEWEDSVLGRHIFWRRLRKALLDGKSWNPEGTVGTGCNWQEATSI
Target sequence (Q99836 whole entry, looked up): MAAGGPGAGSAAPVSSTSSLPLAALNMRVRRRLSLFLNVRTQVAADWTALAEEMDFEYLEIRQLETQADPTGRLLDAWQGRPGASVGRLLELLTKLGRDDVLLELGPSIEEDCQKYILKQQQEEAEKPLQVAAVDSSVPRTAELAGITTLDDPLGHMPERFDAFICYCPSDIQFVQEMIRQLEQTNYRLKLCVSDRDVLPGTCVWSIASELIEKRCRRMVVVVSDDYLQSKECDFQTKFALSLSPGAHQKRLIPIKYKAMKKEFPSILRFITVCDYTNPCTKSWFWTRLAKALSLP
HMGR II inh: inhibitors of class II HMG-CoA reductase from Enterococcus faecalis; purified E. faecalis HMGR, NADPH absorbance 340 nm kinetic; 190,000 compounds, 0.41% hits; AID 1066; inhibition, % at 10 µM;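 active = inhibition above a set limit, the median over all tested compounds plus 3 SD, cut at about 9.5% in these data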;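 note: enzyme runs in reverse so mevalonate oxidation gives rising NADPH absorbance; 0% = complete reaction with DMSO and 100% = background rate lacking mevalonate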
STAT3 act: increases IL-6 driven STAT3 reporter signal; U3A cells, IL-6 STAT3-luciferase reporter, luminescence; 100% = signal with IL-6 EC80 alone; activation (% of control), % at 5.6 µM; 190,000 compounds, 0.91% hits;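 active = activation above the screen-wide mean of compound activation plus 3 SD, cut at about 130% in these data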;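 note: 0% = background luminescence of wells with medium and substrate only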
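Test system: human U3A cells carrying STAT3-luciferase construct; control set: IL-6-only wells as 100% reference; timing: compound pre-incubation 1 h before IL-6, then 6 h stimulation at 37 °C; also added: IL-6 stimulus at 33 ng/mL final; evaluation: % activation versus median of IL-6-stimulated wells; detection: reporter luminescence signal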
APP 5'UTR act: activates APP 5'UTR luciferase reporter; SH-SY5Y APP 5'UTR luciferase reporter, luminescence; zero percent = DMSO vehicle wells; activation, % at 2 µM; 190,000 compounds, 1% hits;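 active = activation above a set limit, based on mean plus 3 SD of controls, cut at about 140% in these data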; note: values of inactives mirror those of a sister screen read the other way
STAT1 act: STAT1 signaling activation; NIH 3T3 STAT1-luciferase reporter, IFN-gamma, luminescence; 100% = IFN-gamma alone, no compound; activation (% of control), % at 5.5 µM; 200,000 compounds, 2.6% hits; AID 932;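 active = activation above the screen-wide mean activation plus 3 SD, cut at about 130% in these data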;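 note: raw ratio to IFN-gamma control signal so 100% means no change and 0% no light; values of inactives mirror those of a sister screen read the other way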
STAT1 blocker: reduces IFN-gamma driven STAT1 reporter signal; NIH 3T3 STAT1-luciferase reporter, luminescence; inhibition, % at 5.5 µM; 200,000 compounds, 0.35% hits; AID 920;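 active = inhibition above a set limit, the mean inhibition across all tested compounds plus 3 SD, cut at about 34% in these data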;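 note: 0% = IFN-gamma with DMSO and 100% = IFN-gamma with 300 µM nifuroxazide; values of inactives mirror those of a sister screen read the other way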
NF-kB neuron act: NF-kB expression increase, human neuronal cells. AID 1239. fold change at 12.5 µM. NF-kB reporter expression; stronger effect = higher value. 190,000 compounds, 1.6% hits; in the data active = fold change above about 3.3
Redox H2O2 prof: compounds producing H2O2 with reducing agent – biochemical, NIH compound library profiling, artefact control for MLSCN library redox annotation, primary screen; DTT-dependent redox cycling H2O2, phenol red/HRP absorbance; 100% = 100 µM peroxide control, 0% = buffer; activation, % at 10 µM; 200,000 compounds, 0.03% hits;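 active = activation of at least 50% relative to the plate's high and low controls in the primary single-dose screen; inactive = activation below 50%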;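 note: compound incubated with DTT at 0.8 mM final as the reducing agent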
Hsp70 act: Hsp70 transcriptional activation, primary screen | HeLa Hsp70 promoter luciferase reporter, luminescence; scaled: vehicle 0, proteasome-inhibitor control 100% | activation, % at 10 µM | 200,000 compounds, 0.04% hits | AID 1203;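 active = activation above the mean across all tested compounds plus 3 SD, cutoff set per campaign, cut at about 5.5% in these data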;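 note: 100% = MG132 at 30 µM as the positive control and 0% = DMSO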
STAT3 blocker: inhibitors of IL-6 induced STAT3 signaling | U3A cells, IL-6 STAT3-luciferase reporter, luminescence; host cell line lacks STAT1 | inhibition, % at 5.5 µM | 190,000 compounds, 0.89% hits;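 active = inhibition above the mean inhibition across all screened compounds plus 3 SD, cut at about 44% in these data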;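 note: 0% = DMSO only wells and 100% = 100 µM nifuroxazide control wells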
* hit, by the source's call; x = no result given.

entry	Compound	TLR4-MyD88 BLA	HMGR II inh	STAT3 act	APP 5'UTR act	STAT1 act	STAT1 blocker	NF-kB neuron act	Redox H2O2 prof	Hsp70 act	STAT3 blocker
1	Clc1ccc(-c2nnc(CCc3ccccc3)o2)c(Cl)c1	7	3	103	62	137*	-41	2.5	-4.9	0.2	1
2	Cc1cc(C)c(S(=O)(=O)c2ccccc2)c(N2CCOCC2)n1	12	-2	108	-6	97	2	1.4	-0.5	0.1	-8
3	COCCN(C)C(=O)CCc1nnc(Cc2ccc(-c3ccccc3)cc2)o1	3	-3	104	5	100	-2	1.1	0.6	-0.1	-3
4	CN1C(=S)NC(C)(C)CC1(C)c1ccc(O)cc1O (configuration not stated)	-9	-2	104	4	98	2	1.2	-0.3	0.2	-1
5	C=CCNC(=O)c1ccc(Sc2ccc(C)cc2)c([N+](=O)[O-])c1	7	4	101	11	99	3	1	2.5	-0.3	8
6	O=C1CCC(=O)N1c1ccc(-c2nc3ccccc3s2)cc1	-2	-2	26	107	37	68*	1.8	-0.8	-0.3	86*
7	Cn1c(Cc2ccccc2)nnc1SCc1cc(=O)n2ccsc2n1	-12	-5	100	-1	93	5	1.2	-0.1	-0.3	2
8	C=CCNC(=O)N[C@@H](CCSC)C(=O)OC	-7	3	101	-11	104	-5	1.4	1.2	-0.2	5
9	c1ccc2cc3c(NCCN4CCOCC4)ccnc3cc2c1	-2	-5	112	-13	137*	-41	1.2	0.3	0.0	-14
10	CC(C)(C)CN1CCNC(=O)C1CC(=O)NCCc1cnn(-c2ccccc2)c1 (configuration not stated)	12	-1	96	-20	90	9	0.97	-0.1	-0.4	8
11	CCOC(=O)CSc1nc2c(c(=O)n1-c1ccc(OCC)cc1)SCC2	-11	-2	101	7	98	2	1.2	0.7	-0.1	2
12	CCN1C(=O)/C(=C\N(C)C)S/C1=N\S(=O)(=O)c1ccccc1	-9	-1	93	3	97	2	1.1	-2.4	0.1	10
13	O=C(Cn1nc(Cc2cccnc2)c2ccccc2c1=O)Nc1cccnc1Cl	-13	-4	104	-13	95	5	0.85	-0.3	0.2	4
14	COc1ccc(NC(=O)CO/N=C2\CCCc3nonc32)cc1	-2	-4	102	8	106	-6	1	-0.3	-0.1	2
15	CC(=O)Nc1ccc(C2(c3ccc(NC(C)=O)cc3)C(=O)Nc3ccccc32)cc1	-6	-6	80	-13	99	1	1.2	-1.2	-0.3	30
16	CCOC(=O)c1ccc(NC(=O)CN(C)S(=O)(=O)c2ccc(Br)s2)cc1	8	-7	84	-1	97	3	1	-0.1	-0.2	25
17	Cc1cc(NC(=O)CSc2c(C)[nH]c3ccccc23)no1	-11	3	98	-2	92	6	1.1	-0.7	-0.3	2
18	COC(=O)c1ccccc1OC(=O)c1ccc(Br)o1	2	-3	106	-17	98	2	0.8	4.3	-0.2	-2
19	CCOC(=O)c1sc2nc3c(SCCC#N)cc(C(=O)c4cc(F)ccc4O)cn3c(=O)c2c1C	-9	1	124	-17	97	3	0.92	0.1	-0.1	-31
20	CCCCOc1cccc(NC(=O)CSc2nccn2C)c1	-9	-10	100	-13	107	-7	1.3	2.8	-0.1	3
21	CCc1nc(CNC(=O)c2cc(OC)c(OC)c(OC)c2)no1	8	4	102	-4	98	2	1.1	2.0	-0.2	1
22	CCc1cc2ccc(C)cc2nc1SCC(=O)c1ccc(NC(C)=O)cc1	-5	-2	103	1	100	0	0.88	1.7	-0.1	4
23	CC(=O)Nc1ccc(C(=O)NNS(=O)(=O)c2ccc(C)cc2)cc1	3	-6	99	-12	99	0	1.2	-1.8	-0.1	8
24	CCCCC(=O)Nc1cc(OCC)c(NC(=O)c2ccccc2[N+](=O)[O-])cc1OCC	-25	4	111	22	95	6	1	-4.8	0.1	-5
25	CC(OC(=O)c1cccs1)C(=O)NCC1CCCO1 (configuration not stated)	-6	-1	102	-14	103	-5	1.5	0.8	0.0	2
26	Cc1ccsc1C1C2=C(CC(C)(C)CC2=O)Nc2ncnn21 (configuration not stated)	-8	-5	100	21	101	-1	1.1	-1.9	-0.2	9
27	COc1ccc(CC(=O)NC(=S)Nc2ccc(S(=O)(=O)NC(C)(C)C)cc2)cc1	0	5	96	4	108	-8	0.92	-4.3	-0.2	10
28	COc1ccc(NC(=O)c2cccc(C#N)c2)cc1NS(=O)(=O)c1ccc(F)cc1	-6	6	100	8	99	1	0.69	0.0	-0.5	-2
29	COc1cc(OC)c(N(C)S(=O)(=O)c2cccc(C(=O)OCC(=O)NCc3ccco3)c2)cc1Cl	10	-1	102	-3	113	-14	2.4	0.1	0.0	4
30	CCOc1cc(N2CCOCC2)c(OCC)cc1NC(=O)c1ccc(C)s1	-21	-6	93	-2	102	-4	1.4	0.0	-0.2	14
31	Cc1cc2c(C)nc(N/N=C/c3ccc(F)cc3)nc2o1	8	-6	102	20	90	11	0.73	-0.1	-0.3	2
32	Cc1cc(C)cc(OCC(=O)OCC(=O)Nc2ccc(Cl)cn2)c1	15	-8	96	0	97	3	1.1	0.3	0.9	9
33	CCOc1cc(S(=O)(=O)NCc2ccco2)c(OCC)cc1-n1cnnn1	5	-1	108	-5	100	0	1.2	0.2	-0.2	-6
34	Cc1cc(=O)oc(C)c1C(=O)NCCN(C)Cc1ccccc1	-10	5	100	11	102	-3	1.1	-2.6	-0.2	6
35	CCOc1ccc(C2CC(=O)c3c([nH]c(C(=O)OC)c3C)C2)cc1OC (configuration not stated)	-3	-3	96	-17	98	4	1	0.0	0.1	4
36	O=C(O)c1cccc2[nH]c(C(F)(F)F)nc12	0	-1	104	0	104	-3	1.2	-0.2	-0.3	1
37	CCCOc1ccc(/C=N/NC(=O)c2ccc(Cn3cc([N+](=O)[O-])cn3)o2)cc1	0	8	115	3	110	-11	1	1.0	0.0	-14
38	COCCn1c(=S)[nH]c2cc(C(=O)N3CCC(C(N)=O)(N4CCCCC4)CC3)ccc2c1=O	6	-5	96	-5	102	-2	1.1	0.2	-0.2	9
39	CC1Cc2ccccc2N1c1ncnc2c1nnn2Cc1ccccc1 (configuration not stated)	-8	-2	108	-8	93	7	0.97	2.0	-0.2	-7
40	CCN(CC)CCN1C(=O)C(=O)/C(=C(/O)c2c(C)[nH]c(C(=O)OC)c2C)C1c1ccc(OC)cc1 (configuration not stated)	-4	-4	87	1	96	4	1	-0.5	0.0	21
41	C#CC[N+]1(CC#Cc2ccccc2)CCOCC1	6	-8	90	-8	95	5	1.5	-15	0.1	18
42	CC(C)(C)C1CCC(OCC(O)CN2CCCC2)CC1 (configuration not stated)	-5	-3	97	2	103	-3	1	-0.8	0.1	12
43	O=C(CCCn1c(=O)[nH]c2cc(Cl)ccc2c1=O)NC1CCCCCCC1	-5	0	107	26	107	-8	1.2	-3.1	-0.3	-6
44	CC(C(=O)Nc1ccc(F)c(F)c1F)N1CCCCCC1 (configuration not stated)	7	-4	94	4	102	-2	0.97	0.0	-0.1	12
45	Cc1ccccc1OCCC(=O)Nc1cccc(S(=O)(=O)Nc2ccccc2Cl)c1	5	-6	107	12	100	-1	1.2	-0.8	-0.3	1
46	CCOc1ccccc1N=C1NC(=O)CS1	0	-7	103	20	101	1	1	0.6	-0.2	-2
47	COc1ccc2c(CC(=O)Nc3ncc(C)s3)coc2c1	3	3	99	89	141*	-44	1.2	5.2	0.3	7
48	COc1ccc(CC(=O)N2CCN=C2SCc2ccc([N+](=O)[O-])cc2)cc1	2	-1	100	12	101	-1	0.8	-1.5	-0.1	4
49	C=CCN1C(=O)C(Cc2ccc(SC(F)F)cc2)SC1=Nc1ccc(C(=O)O)cc1 (configuration not stated)	-5	5	107	11	102	-5	1	-2.6	0.0	-7
50	COc1cc2cc(/C=C/C(=O)c3ccco3)c(Cl)nc2cc1OC	14	-1	139*	-50	99	2	0.85	-0.7	-0.3	-46
51	CCCCNC(=S)NNC(=O)c1ccoc1C	-3	-5	96	22	101	-1	1.4	16	-0.1	7
52	CC(=O)N1CCN(S(=O)(=O)c2cccc(C(=O)Nc3nccs3)c2)CC1	-5	2	98	-9	131*	-34	1.2	1.6	-0.2	4
53	CCCN(C(=O)c1cn(CC)c2nc(C)ccc2c1=O)c1c(N)n(Cc2ccccc2)c(=O)[nH]c1=O	-5	-2	104	-13	104	-6	1	-0.2	-0.1	-3
54	Cc1c(NC(=O)C(C)OC(=O)CC2Sc3ccccc3NC2=O)c(=O)n(-c2ccccc2)n1C (configuration not stated)	-18	2	125	31	106	-6	0.89	-1.0	-0.2	-22
55	Cc1ccc(-n2c(=O)c3sccc3n(Cc3cc(=O)n4ccccc4n3)c2=O)cc1	-7	-7	95	19	95	6	1.4	-0.1	-0.2	9
56	NS(=O)(=O)c1ccc(CCNc2nc(CN3CCOCC3)nc3sc4c(c23)CCC4)cc1	13	x	97	6	88	13	x	-0.4	-0.4	11
57	Cc1cc(C)cc(NC(=S)N(CCN(C)C)Cc2cccs2)c1	-10	4	96	-1	96	5	1.1	-0.5	-0.2	6
